Screens (PubChem BioAssay)
Abeta yeast res: qHTS for compounds that reverse cellular toxicity of Amyloid beta (A-beta) peptide in yeast: Primary Screen; yeast expressing A-beta42, growth rescue, OD600, 48 h; response scale: 0% DMSO, 100% iron-clioquinol control; Potency, µM (titrated, usually from 46.1 µM), inactives show at the top dose growth rescue, actives largely listed as activators; hit rate 0.063% among 410,000; AID 1347071, 2019; also: potency is read from the fitted curve at half-maximal effect; nearly all actives have a fitted effect of over 55% in size
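Growth rescue measured by 600 nm absorbance after 48 h yeast culture at 30 C with compound. Values normalized between DMSO and an equimolar ferric chloride plus clioquinol control.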
D3 antag: qHTS of D3 Dopamine Receptor Antagonist: qHTS. D3R cells, DiscoveRx beta-arrestin luminescence, antagonist mode; hits give low values. hit rate 2.5% among 360,000. D(3) dopamine receptor (Homo sapiens), P35462. max response, negative = inhibition, %. AID 652054, 2013; in the data active = max response below about -50%; inconclusive = no clear call, values can overlap the other calls; also: % is scaled to controls: 0 for no effect and ±100 for the full control effect; mostly tested at two doses, the higher about 12 µM
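Cells expressing the human receptor were seeded at 1500 cells/well, incubated overnight at 37 degrees C in 5% CO2, then exposed to library compounds with dopamine controls for 90 minutes at 37 degrees C before luminescent detection.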
pAkt inh: HTS Assay for Inhibitors of Akt Phophorylation: Primary Screen; activity change, % for hits at 50 µM; Neuro2A IGF-stimulated pAkt S473 HTRF, 20 min; hits give low values; hit rate 0.32% among 360,000; in the data active = activity change below about -80%; inconclusive = mostly about -51% to -80%; also: % is scaled to controls: 0 for no effect and ±100 for the full control effect
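Single-point screen (50 µM final compound) in Neuro2A cells stimulated 20 min with 6 nM IGF at 37 deg C. After lysis, Ser473-phosphorylated Akt read by HTRF (ex 330 nm, em 615/665 nm) as the 665/615 ratio.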
FUS yeast rescue: qHTS for Suppressors of FUS Proteinopathy: Primary screen using FUS-linked yeast assay; Potency, µM (top dose mostly 76.6 µM), for inactives: at the highest dose growth rescue (activation), usual class: activators; AID 1347120, 2019; hit rate 0.24% among 390,000; S. cerevisiae FUS-expressing, growth rescue, OD600, 24 h;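 also: potency is read from the fitted curve at half-maximal effect; plate controls were DMSO vehicle for no effect and reference control for full effect; nearly all actives have a fitted effect of over 55% in size; some results filed as inactive show a strong effect at the top dose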
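Toxicity suppression screen in FUS-yeast. Cells induced with 2% galactose, starting OD 0.005, treated 24hr at 30C with compounds at multiple final concentrations; growth by OD600.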
TDP-43 yeast inh: qHTS of TDP-43 Inhibitors. hit rate 1.8% among 410,000. AID 652104, 2013. Potency, µM (highest dose often 46.1 µM), inactives show at the highest dose growth rescue (activation), actives largely listed as activators. TDP-43 expressing yeast growth rescue, BacTiter-Glo, 24 h; also: potency is read from the fitted curve at half-maximal effect; % of control where 0% means no effect; nearly all actives have a fitted effect of over 50% in size
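In this qHTS, compounds that restore growth of yeast expressing TDP-43 appear as activators. Cells (OD600=0.02, galactose medium, raffinose-pregrown) are incubated with compound 24 hr at 30 deg C and growth is quantified by BacTiter-Glo.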
PTHR1 ag: qHTS for PTHR1 Agonists: Primary Screen; Parathyroid hormone/parathyroid hormone-related peptide receptor (Homo sapiens), Q03431; HEK293 GP2 PTHR1 cells, GloSensor cAMP luminescence, 1 h; Potency, µM (top dose mostly 115 µM), for inactives: at the highest dose activation, actives largely listed as activators; hit rate 0.075% among 410,000; AID 743266, 2014; also: potency is read from the fitted curve at half-maximal effect; nearly all actives have a fitted effect of over 55% in size; some results filed as inactive show a strong effect at the top dose; inactives centre near -15; many of its hits are not listed in these tables
Target sequence (Q03431 whole entry, looked up): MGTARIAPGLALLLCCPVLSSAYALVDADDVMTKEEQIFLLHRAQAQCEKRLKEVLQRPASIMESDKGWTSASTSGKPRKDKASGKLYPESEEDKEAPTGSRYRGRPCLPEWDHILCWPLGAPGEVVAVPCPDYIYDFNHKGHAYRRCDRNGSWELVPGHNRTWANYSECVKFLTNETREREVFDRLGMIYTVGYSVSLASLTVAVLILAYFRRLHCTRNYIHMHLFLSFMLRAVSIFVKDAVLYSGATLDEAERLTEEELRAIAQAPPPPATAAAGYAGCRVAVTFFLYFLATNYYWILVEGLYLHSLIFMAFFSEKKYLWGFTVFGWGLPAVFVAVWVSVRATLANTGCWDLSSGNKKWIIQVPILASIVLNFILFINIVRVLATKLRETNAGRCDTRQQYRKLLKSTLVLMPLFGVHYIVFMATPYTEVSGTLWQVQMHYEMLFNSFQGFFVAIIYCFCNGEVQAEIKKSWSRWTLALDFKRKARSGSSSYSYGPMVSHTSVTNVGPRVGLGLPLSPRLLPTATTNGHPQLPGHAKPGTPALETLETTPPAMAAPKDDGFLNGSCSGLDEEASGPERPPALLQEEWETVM
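HEK-293-derived GP2 cells expressing PTHR1 and a GloSensor cAMP reporter, 3,000/well, plated overnight, given luciferin plus IBMX (each 0.5 mM as added) for 1 h at 37 °C, then compound for 1 h at 37 °C. Luminescence was read after 15 min at room temperature.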
GLP-1R inv ag: qHTS of GLP-1 Receptor Inverse Agonists (Inhibition Mode) | Glucagon-like peptide 1 receptor (Homo sapiens), P43220 | HEK293 GLP-1R CRE-luciferase, luminescence, 24 h; GLP-1R form is constitutively active | Potency, µM (top dose mostly 38.3 µM), inactives show at the top dose activity change, negative = inhibition, actives largely listed as inhibitors | hit rate 1.6% among 410,000 | AID 624417, 2012; also: potency is read from the fitted curve at half-maximal effect; % is scaled to controls: 0 for no effect and ±100 for the full control effect; nearly all actives have a fitted effect of over 55% in size
Target sequence (P43220 whole entry, looked up): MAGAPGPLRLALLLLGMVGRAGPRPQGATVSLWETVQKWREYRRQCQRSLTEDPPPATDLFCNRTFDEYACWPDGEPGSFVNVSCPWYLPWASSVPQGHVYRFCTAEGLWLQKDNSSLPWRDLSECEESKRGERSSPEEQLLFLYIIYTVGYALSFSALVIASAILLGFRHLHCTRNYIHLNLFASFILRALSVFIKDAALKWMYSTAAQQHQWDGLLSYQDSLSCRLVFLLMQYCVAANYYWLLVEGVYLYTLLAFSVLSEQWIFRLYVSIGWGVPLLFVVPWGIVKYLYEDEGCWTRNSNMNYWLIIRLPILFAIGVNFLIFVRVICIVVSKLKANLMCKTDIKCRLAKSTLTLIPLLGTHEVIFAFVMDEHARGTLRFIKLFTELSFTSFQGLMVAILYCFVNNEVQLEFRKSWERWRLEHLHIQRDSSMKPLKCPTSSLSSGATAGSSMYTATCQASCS
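Seeding at 200 cells/uL, 12 h culture, 24 hr compound treatment, then luciferase reagent and a luminescence read; cells are HEK293 stably expressing a constitutively active GLP-1R plus cAMP-responsive luciferase.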
GLP1R ag: qHTS of GLP-1 Receptor Agonists; Glucagon-like peptide 1 receptor (Homo sapiens), P43220; HEK293 GLP-1R CRE-luciferase, luminescence, 4-6 h; cells express a hypersensitive GLP-1R form; Potency, µM (doses to about 45.6 µM), without a hit: top-dose activation, most hits filed as activators; hit rate 0.007% among 380,000; also: potency is read from the fitted curve at half-maximal effect; % of control where 0% means no effect
aSyn rescue: qHTS of alpha-syn Inhibitors; AID 652106, 2013; hit rate 0.14% among 370,000; Yeast expressing alpha-synuclein, growth rescue, BacTiter-Glo, 24 h; Potency, µM (top dose mostly 46.1 µM), without a hit: at the top dose growth rescue (activation), most hits filed as activators; also: potency is read from the fitted curve at half-maximal effect; % of control where 0% means no effect; nearly all actives have a fitted effect of over 65% in size
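Screening used galactose-induced yeast with toxic alpha-synuclein levels, exposed to compound for 24 hr at 30 deg C. Cell growth, read with BacTiter-Glo luminescence, gave the measured signal.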
An asterisk follows results filed as active; i = inactive; ? = inconclusive; · = not tested or not shown; [ ] = dose if it differs, or a comment. Unless noted, calls follow the shape of the dose curve; as a rule, active = well fitted curve in the direction sought with a large enough effect; inconclusive = small, poorly fitted or top-dose-only effect, or another doubt; inactive = no such curve, though single readings can be large; an effect the other way counts as inactive or inconclusive. This is a subset, so the mix of outcomes need not match the whole.

Order of results – Abeta yeast res	D3 antag	pAkt inh	FUS yeast rescue	TDP-43 yeast inh	PTHR1 ag	GLP-1R inv ag	GLP1R ag	aSyn rescue
COC1=CC(=O)OC(c2ccco2)C1 (stereo not given)
    -16%	2	i	8%	-14%	i	15%	15%	-11%
Cc1cc(Cl)ccc1NC(=O)C1CCN(c2nnc(-n3c(C)ccc3C)s2)CC1
    4%	·	·	22%	-11%	-30%	-1%	·	·
NC(=O)[C@@H]1CCCN1Cc1nc(-c2cccs2)no1
    11%	-1	i	-6%	2%	i	3%[0.307 µM]	9%	2%
O=C(O)c1ccc(CN(Cc2ccccc2)S(=O)(=O)c2ccc(Cl)cc2)cc1
    2%	-6	i	-4%	-8%	i	-1%	-1%	?
Cc1noc(C)c1C(=O)NCCc1c(C)[nH]c2ccccc12
    12%	9	i	19%	-13%	i	3%	6%	0%
COc1ccc(C(CC(=O)Nc2ncccc2C)N2Cc3ccccc3C2=O)cc1 (stereo not given)
    7%	-15	i	7%	-18%	-16%	-9%	22%	-2%
CC(C)(C)c1ccccc1NC(=O)Nc1nc(C(N)c2ccccc2)cs1 (stereo not given)
    24%	-21	i	?	19%	i	-32%	10%	-1%
CC(C)(C)OC(=O)N1CCC(c2c(C(=O)NC3CCN(Cc4ccccc4)CC3)cnn2-c2ccc(F)cc2F)CC1
    1%	·	·	13%	-3%	i	-11%	·	·
O=C(CNCCC1=CCCCC1)Nc1ccc(N2CCCCCC2)cc1
    10%	?	i	20%	-1%	-23%	?	-10%	-14%
Cc1nn(-c2ccccc2)c(C)c1NC(=O)COC(=O)Cc1ccccc1F
    4%	8	i	3%	16%	i	-1%	0%	2%
Cc1ccc(-c2noc(C3CCCN(C(=O)c4c(F)cccc4F)C3)n2)cc1 (stereo not given)
    -28%	-70*	i	18%	-7%	-33%[inhibitor]	-6%	0%	-16%
Cc1c(C(O)CN2CCN(Cc3ccc4c(c3)OCO4)CC2)c2ccccc2n1C (stereo not given)
    -11%	?	·	?	-23%	i	1%	-9%	12%
O=C1O[C@@H](c2ccccc2)C[C@@H](O)C(=O)CCCCc2ccccc21
    0%	-1	i	6%	?	3%	-18%	-4%	-2%
Cc1ccc(S(=O)(=O)CCC(=O)Nc2nnc(-c3cccs3)o2)cc1
    14%	7	i	-1%	17%	i	13%	-4%	-5%
O=C(NCCc1ccccc1)c1ccc2c(c1)N(Cc1ccc(Cl)cc1)C(=O)c1ccccc1S2(=O)=O
    10%	·	·	41%	4%	-8%	?	1%	·
COc1ccc(/C=C/C2=CC(C)(C)NC(=S)N2)cc1
    -13%	-28	i	?	-3%	i	3%	3%	-1%
Cc1ccc(Nc2nc(-c3ccccc3)nc3ccccc23)cc1
    -31%[inhibitor]	·	·	18%	13µM*	-8%	?	15%	-31%[inhibitor]
CC(=O)c1cccc(-c2ccnc3c2CC(C(=O)NCc2ccccc2)O3)c1 (stereo not given)
    -13%	0	i	19%	22%	9%	-55%	25%	-2%
COc1ccc(-n2c(N)cc(=O)nc2SCC(=O)NC2CCCCC2)cc1
    7%	-11	i	6%	-20%	?	11%	0%	-7%
CCNC(=O)NC(=O)COC(=O)c1cccc(S(=O)(=O)N2CC3(C)CC2CC(C)(C)C3)c1 (stereo not given)
    9%	11	i	?	7%	-22%	?	12%	10%
CN(C)c1cccc(C(=O)OCCNC(=O)c2cccc(S(=O)(=O)N3CCOCC3)c2)c1
    2%	4	i	11%	-2%	-77%[inhibitor]	-6%	2%	-2%
O=C(NOC(=O)c1ccccc1)c1ccccc1
    -92%[inhibitor]	26	i	11%	-3%[1.82 µM]	-4%	18%	8%	-79%[inhibitor]
CCN1C(=O)[C@H]2[C@H]3CN=C(SCC4CC4)N3[C@@](CC)(C(=O)OC)[C@H]2C1=O
    0%	-6	i	-28%	11%	-19%	12%	3%	3%
Cc1nnc2sc(-c3cccc(F)c3)nn2c1=O
    -7%	4	i	0%	-22%	i	14%	4%	-7%
CNCc1cc(Cl)cc(OC)c1OC(C)C
    10%	-14	i	32%	-19%[0.397 µM]	?	?	-8%	11%
OCC[C@@H]1C[C@H](O)[C@@H](O)[C@]2(OCc3cc(Cl)ccc32)O1
    -10%	-25	i	-27%	5%	-11%	5%	3%	-20%
O=C(Cn1c(NCCO)nc2ccccc21)Nc1cccc(S(=O)(=O)N2CCCC2)c1
    -1%	0	i	19%	5%	-24%	8%	-7%	-4%
Cc1ccnc(Nc2nc(-c3ccc(O)cc3O)cs2)c1
    -91%[inhibitor]	-13	i	4%	16µM*	-18%	?	30%	10%
CCCCNC(=O)c1nc(-c2cnc(C)cn2)oc1-c1ccc(Cl)cc1
    0%	4	i	0%	7%	-24%	12%	·	0%
NC(=S)N/N=C/c1coc2ccc(Cl)cc2c1=O
    -27%	13	i	-19%	?	0%	0%	-1%	-17%

A stretch from the list above, as a working copy:
Order of results – Abeta yeast res	D3 antag	pAkt inh	FUS yeast rescue	TDP-43 yeast inh	PTHR1 ag	GLP-1R inv ag	GLP1R ag	aSyn rescue
CNCc1cc(Cl)cc(OC)c1OC(C)C
    10%	-14	i	32%	-19%[0.397 µM]	?	?	-8%	11%
OCC[C@@H]1C[C@H](O)[C@@H](O)[C@]2(OCc3cc(Cl)ccc32)O1
    -10%	-25	i	-27%	5%	-11%	5%	3%	-20%

Going on with the list.
Order of results – Abeta yeast res	D3 antag	pAkt inh	FUS yeast rescue	TDP-43 yeast inh	PTHR1 ag	GLP-1R inv ag	GLP1R ag	aSyn rescue
Cc1ccc(S(=O)(=O)N(C)C)cc1NC(=O)C(C)OC(=O)c1ccc2ccccc2n1 (stereo not given)
    5%	-21	i	4%	21%	i	8%	12%	2%
O=C(Nc1ccc(Oc2ccccc2)cc1)c1cnc2n(c1=O)CCS2
    6%	97	i	-19%	15%	-84%[inhibitor]	6%	-4%	3%
CC1CCCN(C(=O)CSc2ncccn2)C1 (stereo not given)
    -11%	0	i	14%	1%	i	-3%	0%	-4%
CSc1cccc(NS(=O)(=O)c2ccc3c(c2)NC(=O)C(C)C(=O)N3)c1 (stereo not given)
    -10%	-9	i	-1%	10%	-18%	-2%	-5%	-3%
c1cc(C2OCCN2CC2COC3(CCCC3)O2)ccn1 (stereo not given)
    -11%	0	i	1%	-15%	-21%[57.5 µM]	7%	13%	-1%
Cc1ccc(C2Nc3ccccc3NC3=C2C(=O)OC(C)C3)cc1 (stereo not given)
    -8%	-5	i	22%	5%	-4%	6%	6%	-3%
CCc1ccccc1NC(=O)c1cnc(N2CCCCC2)c2ccccc12
    -23%	·	·	-2%	-5%	-13%	?	·	·
CC(=O)c1cccc(NC(=O)COC(=O)C2=COCCO2)c1
    -4%	2	i	17%	-12%	0%	6%	22%	-2%
O=c1[nH]c2ccccc2nc1/C=C/c1ccc(F)cc1
    11%	3	i	16%	5%	i	-13%	12%	-2%
CC(C)NC(=O)C1(C)CSCC(=O)N1C1CCN(Cc2ccccc2)CC1 (stereo not given)
    0%	-64*	i	-3%	11%	-21%	10%	·	-13%
Cc1cccc(OCCNc2cc(N3CCOCC3)ccc2[N+](=O)[O-])c1
    21%	23	i	-7%	?	i	-9%	?	6%
O=C(Cn1nc(-c2ccc(Cl)cc2)ccc1=O)NCc1ccccc1Cl
    14%	·	·	21%	?	-10%	-30%	9%	22%
CC(C)(C)NC(=O)NC(=O)COC(=O)COc1ccc2c(c1)CCC2
    -5%	20	i	13%	-6%	-13%[57.5 µM]	1%	-10%	6%
CCCCN(CC)CCNC(=O)C1c2cc(OC)c(OC)cc2C(=O)N2CCc3ccccc3C12 (stereo not given)
    13%	-76*	i	6%	3%	i	1%	-7%	1%

Among those listed so far, 8 contain a Cl atom.
Order of results – Abeta yeast res	D3 antag	pAkt inh	FUS yeast rescue	TDP-43 yeast inh	PTHR1 ag	GLP-1R inv ag	GLP1R ag	aSyn rescue
Cc1cc(Cl)ccc1NC(=O)C1CCN(c2nnc(-n3c(C)ccc3C)s2)CC1
    4%	·	·	22%	-11%	-30%	-1%	·	·
O=C(O)c1ccc(CN(Cc2ccccc2)S(=O)(=O)c2ccc(Cl)cc2)cc1
    2%	-6	i	-4%	-8%	i	-1%	-1%	?
O=C(NCCc1ccccc1)c1ccc2c(c1)N(Cc1ccc(Cl)cc1)C(=O)c1ccccc1S2(=O)=O
    10%	·	·	41%	4%	-8%	?	1%	·
CNCc1cc(Cl)cc(OC)c1OC(C)C
    10%	-14	i	32%	-19%[0.397 µM]	?	?	-8%	11%
OCC[C@@H]1C[C@H](O)[C@@H](O)[C@]2(OCc3cc(Cl)ccc32)O1
    -10%	-25	i	-27%	5%	-11%	5%	3%	-20%
CCCCNC(=O)c1nc(-c2cnc(C)cn2)oc1-c1ccc(Cl)cc1
    0%	4	i	0%	7%	-24%	12%	·	0%
NC(=S)N/N=C/c1coc2ccc(Cl)cc2c1=O
    -27%	13	i	-19%	?	0%	0%	-1%	-17%
O=C(Cn1nc(-c2ccc(Cl)cc2)ccc1=O)NCc1ccccc1Cl
    14%	·	·	21%	?	-10%	-30%	9%	22%
